# Screening data: PubChem, NCI
# All columns: NCI-60 one-dose screen, growth in % after 48 h at 10 µM unless noted; 100 = growth as untreated, 0 = no growth, -100 = all killed.
# SF-295: SF-295 CNS cancer cells; hit rate 5.6% among 79,000; AID 1794758
# OVCAR-8: OVCAR-8 ovarian cancer | hit rate 4.4% among 81,000
# SF-268: SF-268 CNS cancer cells; AID 1794759; hit rate 3.1% among 82,000
# SF-539: SF-539 CNS cancer | hit rate 6.8% among 81,000 | AID 1794752
# DU-145: DU-145 prostate cancer; hit rate 4.2% among 81,000; AID 1794760
# SNB-19: SNB-19 CNS cancer cells | AID 1794751 | hit rate 2.5% among 81,000
# PC-3: PC-3 prostate cancer cells. AID 1794754. hit rate 3.9% among 80,000
# U251: U251 CNS tumor cells. hit rate 5.4% among 80,000. AID 1794753
# OVCAR-3: OVCAR-3 ovarian cancer. hit rate 7% among 79,000. AID 1794787
# * hit, by the source's call; · = no result given; & = joins results of further samples. Rule for the calls: active = growth percent below 10; inactive = the rest. No enrichment for hits (roughly 10% active in at least one column).
# The opening two entries, ahead of the listing:
SMILES,SF-295,OVCAR-8,SF-268,SF-539,DU-145,SNB-19,PC-3,U251,OVCAR-3
COc1ccc2c(c1)/C(=C\c1sc(=S)[nH]c1O)C(C(=O)O)=N2,103,99,92,99,99,100,99,98,99
COc1ccc(CCc2ccncc2)cc1,90,109,100,95,106,108,100,94,108

# The listing (from the top)
SMILES,SF-295,OVCAR-8,SF-268,SF-539,DU-145,SNB-19,PC-3,U251,OVCAR-3
COc1ccc2c(c1)/C(=C\c1sc(=S)[nH]c1O)C(C(=O)O)=N2,103,99,92,99,99,100,99,98,99
COc1ccc(CCc2ccncc2)cc1,90,109,100,95,106,108,100,94,108
N#Cc1ccc(OC(=O)Nc2ccc(Br)cc2)cc1,112,104,102,96,102,85,114,·,104
CC(O)COc1ccc(-c2ccccc2)cc1 (configuration not stated),107,108,99,104,108,98,101,100,108
O=C(CN1CCCCC1)Nc1nc2ccc([N+](=O)[O-])cc2s1,100,103,99,101,112,97,95,102,105
Cc1ccc(C(=O)N/N=C/c2cccc(Oc3ccccc3)c2)cn1,42,·,79,73,89,66,77,59,36
CCCCN(CCCC)CCNc1ccc(C)c2sc3cc(C)ccc3c(=O)c12,97,96,87,100,95,91,88,94,89
CCOc1ccccc1/C=C1\CCc2ccccc2C1=O,86,98,86,92,90,101,81,96,85
CC(=O)Nc1cc(C)ccc1C,101,104,101,97,112,101,106,101,102
C=C(C)[C@@H]1CCC[C@]2(COS(=O)(=O)c3ccc(C)cc3)CC[C@]3(C)[C@@H](CC[C@@H]4[C@@]5(C)CCCNC(C)(C)[C@@H]5CC[C@]43C)[C@@H]12,-12*,-78*,48,72,0.9*,39,10,-82*,-88*
O=C1S/C(=C/c2ccc(Cl)cc2)C(=O)N1c1nc(N2CCCC2)nc(N2CCCC2)n1,87,90,105,104,107,99,120,91,101
N#CC1=C(N)Oc2c(c(=O)[nH]c3ccc(Br)cc23)C12c1cc(Br)ccc1-c1ccc(Br)cc12,71,85,76,82,68,78,65,80,83
O=C1C=CC(=O)N1c1ccccc1[N+](=O)[O-],110,94,101,101,108,95,96,101,109
COc1ccc(C(=O)CCC(=O)O)c2c(OC)cccc12,94,101,107,105,111,104,92,100,108
Cn1c(=O)c2c(nc(C(O)c3ccccc3)n2C)n(C)c1=O (configuration not stated),109,103,113,116,119,103,102,106,116
CCN1C(=O)N(CC)C2Nn3c(s/c(=C\c4cccs4)c3=O)=NC21 (configuration not stated),102,101,97,95,110,97,94,100,98
C(=C\c1ccccn1)/c1ccccn1,128,116,88,96,119,99,100,93,·
O=C(O)CCN1C(=O)/C(=C/c2ccc(O)cc2O)SC1=S,104,99,105,102,105,103,109,96,126
O=c1[nH]c(O)c(/C=C2\C=c3ccccc3=N\C2=N\c2nc3ccccc3s2)s1,97,99,100,96,107,95,105,102,99
Clc1nnc2ccc(Oc3cccc(-c4ccc(OCc5ccccc5)cc4)c3)nn12,84,74,98,92,91,91,49,83,·
COc1ccc(N=Nc2ccc(O)c(=O)cc2)cc1,10,9.9*,22,-5.8*,19,15,37,13,16
Cn1cc(-c2cc(N)n3nc(-c4cn(C)c5ccccc45)cc3n2)c2cc(F)ccc21,-73*,-95*,-63*,-82*,-2.3*,-6.4*,-28*,-77*,-75*
CN1C(=O)N(C)C2C1NN=C1SC(C(=O)O)=CC(=O)N12 (configuration not stated),111,97,103,102,113,99,100,102,·
C=C(C)[C@H]1CC2=C(C(=O)OC)C=C(/C=C(\C)C[C@H]3C=C(CC1=O)C(=O)O3)O2,97,102,93,99,108,105,95,102,107
N/C(=N/N=C\c1ccccc1Cl)N/N=C/c1ccccc1Cl,128,112,97,108,104,102,71,94,87
CC(=O)C1=C(C)NNc2c3ncnc-3ncn21,103,108,107,106,109,101,100,103,114
N#Cc1c(-c2ccc(Cl)cc2)cc(-c2c[nH]c3ccccc23)nc1-c1c[nH]c2ccccc12,100,102,104,99,108,101,100,99,·
CCC(C)(C(=O)O)C1CCCCC1 (configuration not stated),100,102,106,108,108,100,94,99,109
Cc1ccc2nc(-c3ccc(C(=O)N/N=C/c4ccc(N(C)C)cc4)cc3)[nH]c2c1,100,101,92,101,102,104,93,109,103
O=C(Cn1c(=O)sc2nc3ccccc3nc21)Nc1ncc(Cc2ccc(Cl)c(C(F)(F)F)c2)s1,100,99,92,102,102,96,84,89,107

# Only SF-539 and U251, for 6 of the compounds above:
Compound	SF-539	U251
C=C(C)[C@H]1CC2=C(C(=O)OC)C=C(/C=C(\C)C[C@H]3C=C(CC1=O)C(=O)O3)O2	99	102
N#CC1=C(N)Oc2c(c(=O)[nH]c3ccc(Br)cc23)C12c1cc(Br)ccc1-c1ccc(Br)cc12	82	80
CCCCN(CCCC)CCNc1ccc(C)c2sc3cc(C)ccc3c(=O)c12	100	94
CC(O)COc1ccc(-c2ccccc2)cc1 (configuration not stated)	104	100
CC(=O)C1=C(C)NNc2c3ncnc-3ncn21	106	103
O=C1C=CC(=O)N1c1ccccc1[N+](=O)[O-]	101	101

# Next compounds:
SMILES,SF-295,OVCAR-8,SF-268,SF-539,DU-145,SNB-19,PC-3,U251,OVCAR-3
S=C([S-])[P+](C1CCCCC1)(C1CCCCC1)C1CCCCC1,93,92,105,104,107,·,·,92,99
O/N=C/c1cccc(Cl)c1,·,105,104,108,108,105,101,104,102
COc1ccc(C(=O)CSc2nc3c(c(Nc4ccc(S(N)(=O)=O)cc4)n2)CCCC3)cc1,91,92,108,83,94,94,84,90,·
CCCCC(CC)COC(=O)/C=C/c1cccc2c1C(=O)NC(C)(c1cc3cc(Cl)ccc3oc1=O)N2 (configuration not stated),107,101,96,103,104,93,77,102,104
CCN1CCN(c2ccc3c4c(cccc24)C(=O)N(c2ccc(/C(=C(\C)c4ccccc4)c4ccccc4)cc2)C3=O)CC1,92,92,100,79,95,96,75,86,91
C=C1CC[C@H]2[C@@](C)(CCC3OC(c4ccc(OCc5cn(CCOC6OC(COC(C)=O)C(OC(C)=O)C(OC(C)=O)C6OC(C)=O)nn5)cc4)OC[C@]32C)[C@@H]1/C=C/C1=CCOC1=O (some centres not stated),107,96,98,90,110,103,79,106,105
CC(C)(C)NC(=O)C(OC(=O)c1cccc(Cl)c1)c1cc2cc(F)ccc2nc1Cl (configuration not stated),97,·,97,106,103,106,70,99,101
CC(C)N(CCOC(=O)c1cc(Cl)cc(-c2ccccc2)c1O)C(C)C,103,96,97,96,104,103,94,94,105
O=C(CCc1ccc(O)c(O)c1)c1c(O)cc(O)c([C@@H]2O[C@H](CO)[C@@H](O)[C@H](O)[C@H]2O)c1O,98,100,108,97,110,100,100,98,113
OCCSC(=S)N1CCNCC1,100,107,104,87,110,109,103,104,104
CCOC(=O)c1nc2c(C#N)cccn2c1C(=O)c1ccc(Br)cc1,90,98,103,103,111,100,95,97,111
CCCCCC(CC)(C(=O)OCC)C(=O)OCC,102&111,102&104,101&114,101&97,101,108&97,97&107,96&96,109&121
NC(=O)COc1ccc(Cl)cc1Cl,101,104,100,95,107,106,97,99,111
COc1cc(C2CC(c3ccccc3)=NN2)ccc1Oc1nc2c(c(=O)n(C)c(=O)n2C)n1C (configuration not stated),87,91,87,100,106,87,82,96,102
COc1ccc(-c2ccnc3c(C#N)c(SC)nn23)cc1,79,99,87,97,94,88,87,90,95
CC(=O)N(C)c1cccc(C)c1,114,109,101,96,107,106,97,100,108
CC(C)n1nc(C#Cc2cccc3cc(-c4cccc(C(F)(F)F)c4)ncc23)c2c(N)ncnc21,91,41,76,54,89,100,60,64,91
O=C(CCl)NC(C(=O)O)c1ccccc1 (configuration not stated),116,102,117,104,121,113,105,97,115
O=C(O)c1ccc(O)c([N+](=O)[O-])c1,101,100,109,106,112,101,89,103,112
Cc1ccc(S(=O)(=O)NC(=S)S)cc1,93,102,103,94,114,101,97,103,117
O=c1[nH]cccc1[N+](=O)[O-],99,108,106,·,116,95,111,101,108
N/C(=N\c1nc2ccccc2s1)NC(=O)Nc1c(Cl)cccc1Cl,28,49,42,31,55,55,63,28,28
Clc1ccc(/C=C/c2nn3c(-c4ccncc4)nnc3s2)cc1,98,85,93,65,99,78,99,81,·
CCCCn1c(-c2ccc(C(=O)O/N=C(\N)c3ccc4c(c3)OCO4)cc2)nc(-c2ccccc2)c1-c1ccccc1,61,45,29,58,46,59,43,45,38
CC(=O)c1cc2c(N)c(C(=O)Nc3cccc4ccccc34)sc2nc1C,20,21,56,-15*,16,22,17,15,-5.4*
C/C(=N\NC(=O)c1sc(=S)n(C)c1N)c1cc2ccccc2o1,-21*,70,56,72,77,90,45,56,65
COc1ccc(NC(=O)CSc2ccc(-c3ccc(Br)cc3)nn2)cc1,99,109,97,93,108,100,104,111,106
COc1ccc(CN(C)c2nc3ccccc3s2)cc1,87,91,94,92,92,90,95,89,90
O=C(/C=C/c1ccccc1)c1cccc(OCCCOc2cccc(C(=O)/C=C/c3ccccc3)c2)c1,94,74,104,107,100,86,83,64,79
Cc1nn(-c2ccccc2)c2c1C1C(=C(c3ccc(Cl)cc3)N2)C(=O)N(Cc2ccccc2)c2ccccc21 (configuration not stated),92,92,102,109,108,95,72,98,96
Nc1nc2c(c(=O)[nH]1)C1(C(=O)Nc3ccccc31)c1c(nc(N)[nH]c1=O)N2,101,114,104,106,108,104,103,107,103
CS(=O)(=O)c1cccc(-c2c(-c3cccc(OCC(=O)c4ccccc4)c3)nc3sccn23)c1,98,87,84,89,104,91,93,101,97
c1cncc(-c2ccc(C3CC3)s2)c1,99,101,100,97,108,99,99,95,110
CC(=O)O[C@@H]1C(=O)N(c2cnccn2)[C@H]1c1ccccc1[N+](=O)[O-],24,-21*,19,-32*,2.3*,42,25,-3.3*,2.1*
COc1ccc(C(=O)C[n+]2ccc3ccccc3c2)cc1,103&97,102&97,106&96,99&98,108&104,106&93,94&89,101&100,101&97
O=C(c1cc2ccccc2o1)c1nn(-c2ccccc2)c2nc3nc(-c4cc5ccccc5o4)cc(-c4c[nH]c5ccccc45)c3c(=O)n12,104,99,101,102,110,90,90,96,106
C#CCOc1ccc(/C=N/Nc2nc(-c3ccc(Br)cc3)cs2)cc1,88,103,103,105,99,96,90,102,·
O=C(CNc1ccccc1)Cn1cc(COc2ccc(C=Nc3cnc4ccccc4c3)cc2)nn1,101,99,107,95,111,105,100,97,110
O=c1cn[nH]c(=O)[nH]1,109,96,104,96,110,102,98,102,100
CCOc1cccc(/C=N/NC(=O)c2ccccc2Nc2ccnc(C(F)(F)F)c2)c1O,18,21,13,0.2*,26,21,54,15,32
CCC(C)CC(C)C(=O)c1c(O)ccn(OC)c1=O (configuration not stated),87,66,54,63,67,78,·,61,47
COc1cc(-c2cc(=O)c3ccc(O)cc3o2)cc(OC)c1OC,83,91,102,93,107,84,88,·,94
CC(C)(O)Cc1cccnc1,107,107,100,105,113,110,96,113,112
Cc1cccc2sc(=S)[nH]c12,84,95,103,103,112,·,91,·,102
Brc1c(NC2=NCCN2)ccc2nccnc12,93,118,106,102,106,109,93,107,102
Cc1cccc(/C=C/c2ccccc2)n1,113,105,107,99,113,104,101,91,102
COc1ccc2[nH]c(O)c(N=NC(=O)c3ccc4nc(-c5ccc(C)cc5)[nH]c4c3)c2c1,107,105,109,94,105,100,102,106,117
CC(=O)OCCOCCOC(C)=O,·,118,107,103,115,113,101,97,112
COc1cc(Cl)cc(-c2nn(C(=O)NS(=O)(=O)c3ccccc3)cc2-c2ccncc2)c1,98,33,81,48,82,105,91,81,104
C#Cc1cc2c(N)c(C(=O)c3cc(OC)c(OC)c(OC)c3)[nH]c2cc1OC,·,48,50,-24*,19,44,16,34,0.8*
Cc1nn(-c2ccccc2)c(Cl)c1/C=C1\N=C(c2ccccc2)N(C(=O)c2ccc([N+](=O)[O-])cc2)NC1=O,71,84,56,82,87,63,40,71,64
CN(C)c1nc(-c2ccco2)n2nc(-c3ccc(Cl)cc3)cc2n1,56,51,67,63,77,78,65,59,74
C/C(=N/Nc1nc(N/N=C(/C)c2ccc([N+](=O)[O-])cc2)nc(N2CCOCC2)n1)c1ccc([N+](=O)[O-])cc1,67,64,96,15,81,63,77,93,88
Cc1cccc2c3c(sc12)C(c1ccc(Cl)cc1)c1c(nc(CC(=O)Nc2ccccc2)[nH]c1=O)O3 (configuration not stated),29,86,67,40,93,64,43,54,30
CC(C)(C)N1C(=O)c2ccccc2C1=O,119,99,95,109,103,·,92,104,108
CCCCn1cc(CCCCCC(=O)CC(=O)N[C@H]2CCOC2=O)nn1,104,111,99,98,108,100,114,107,109
Cc1nn(-c2ccccc2)c(Cl)c1/C=C1\N=C(c2ccccc2)N(C(=O)c2ccc(O)cc2)NC1=O,78,94,93,90,97,86,80,82,95
COc1ccc(C2=NN(c3ccc(S(N)(=O)=O)cc3)C(c3cn(-c4ccccc4)nc3-c3ccc(OC)cc3)C2)cc1 (configuration not stated),98,95,97,102,101,100,72,89,101
CCOC(=O)Oc1ccc(C)cc1,105,107,100,100,108,103,92,99,109
CCCCOc1nc2cc(Cl)ccc2cc1-c1cc(-c2ccc(Cl)cc2)nc(-c2ccc(Cl)cc2)c1,104,101,93,98,107,91,105,110,113
